NCI-60 one-dose screen, 48 h, at 10 µM unless noted. Numbers give growth in % (100 = growth as untreated, 0 = no growth, -100 = all killed).
NCI-H460: NCI-H460 lung cancer; 82,000 compounds, 6.8% hits; AID 1794736
NCI-H226: NCI-H226 lung cancer; 79,000 compounds, 3.5% hits; AID 1794732
IGROV1: IGROV1 ovarian cancer; 79,000 compounds, 4.7% hits
NCI-H322M: NCI-H322M lung cancer; 80,000 compounds, 2.7% hits
COLO 205: COLO 205 colon cancer; 79,000 compounds, 7.3% hits; AID 1794742
SK-OV-3: SK-OV-3 ovarian cancer cells | 80,000 compounds, 3.2% hits
NCI-H522: NCI-H522 lung cancer; 78,000 compounds, 8% hits; AID 1794739
NCI-H23: NCI-H23 lung cancer; 80,000 compounds, 4% hits; AID 1794731
NCI/ADR-RES: NCI/ADR-RES ovarian cells; 81,000 compounds, 4.4% hits
Starred values were filed as active, the others as inactive; . = not tested or not shown. The calls were made as follows: active = growth percent below 10; inactive = the rest.

SMILES	NCI-H460	NCI-H226	IGROV1	NCI-H322M	COLO 205	SK-OV-3	NCI-H522	NCI-H23	NCI/ADR-RES
NC(=O)C(=O)NO	110	89	116	149	109	105	100	109	108
C=C(C)[C@@H]1CC[C@@]2(C(=O)O)CC[C@]3(C)C(CCC4[C@@]5(C)CCC(OS(=O)(=O)c6ccccc6)C(C)(C)C5CC[C@]43C)C12 (some centres undefined)	42	69	94	74	.	74	32	37	52
COc1cc(-c2ccc(C)n2-c2ccc(-c3nc4cc(OC)c(OC)c(OC)c4s3)cc2)cc(OC)c1OC	91	37	86	77	107	93	77	75	83
CCCCCCN1C(=O)C2(NCc3c(nc4c(c(C)nn4-c4ccccc4)c3-c3ccc(C)cc3)N2)c2ccccc21 (centres undefined)	32	94	100	103	66	100	90	86	84
CCOC(=O)/C=C1\S/C(=N\Nc2cc(=O)[nH]c3ccccc23)N(c2ccccc2)C1=O	107	95	105	101	106	101	97	98	101
COc1ccc(/C=N\NC(=O)C[N+](C)(C)C)cc1OC	115	108	74	76	105	96	87	99	.
CCCc1cn(CC(=O)Nc2nc3ccccc3s2)nn1	103	106	97	.	109	110	94	110	107
O=C(OC(=O)c1ccccc1)c1ccccc1	107	103	110	100	104	114	96	99	100
C=C(C)[C@@H]1CC=C2c3sc(-c4ccc(O)cc4)nc3C[C@@H](C)[C@]2(C)C1	99	99	97	115	105	106	89	106	101
N#CCNC(=O)c1ccc(-c2ccnc(Nc3ccc(N4CCOCC4)cc3)n2)cc1	6.8*	-3.5*	11	39	2.5*	29	4.6*	30	63
COc1ccc2c(c1)c(-c1nc(-c3c[nH]c4c(Cl)nccc34)cs1)cn2C(=O)OC(C)(C)C	51	60	89	91	76	100	57	84	41
C=C(C)[C@@H]1CC[C@]2(C(=O)N3CCN(C)CC3)CC[C@]3(C)[C@H](CC[C@@H]4[C@@](C)(CCC(=O)N5CCN(C)CC5)[C@H](C(=C)C)CC[C@]43C)[C@@H]12	84	82	91	85	93	94	84	88	81
CCCCCCCC(C)(N)C(=O)O (centres undefined)	104	97	126	115	116	129	.	113	114
O=C(CSc1nc2sc3c(c2c(=O)n1-c1ccccc1)CCCCC3)N/N=C/c1ccc([N+](=O)[O-])cc1	103	97	101	106	112	87	82	100	95
O=C(/C=C/c1c[nH]c2ccccc12)c1cc2ccccc2o1	107	100	88	100	130	103	80	97	100
O=S(=O)(O)SCc1ccccc1CSS(=O)(=O)O	107	111	83	74	115	102	98	105	98
CC(=O)c1ccc(N=C2N=c3ccccc3=C/C2=C\c2c(O)[nH]c(=O)[nH]c2=O)cc1	100	.	74	96	109	.	87	94	104
Clc1ccc(Nc2nc(Cl)nc(NC3CCCC3)n2)cc1	99	86	94	88	110	103	102	96	93
CC(=O)OCCC#N	106	101	118	106	118	115	103	117	115
N#Cc1c(-c2ccc(F)cc2)nc(NN)nc1N1CCOCC1	100	86	95	95	113	95	91	102	104
COC(=O)c1cccc2c1N(C)c1c(cccc1C(=O)OC)CC2	117	112	108	111	102	110	96	104	96
COc1ccc2c(c1)c(-c1csc(-c3ccc4ccccc4c3)n1)cn2C	124	86	95	.	110	89	84	96	108
C(=NCCN=Cc1ccccc1)c1ccccc1	101	96	94	95	111	109	103	111	107
Cc1nc(-c2cc3ccccc3oc2=O)ccc1C(=O)/C=C/c1ccc(Cl)cc1	104	101	116	105	122	114	100	.	101
CCCCCn1sc(=O)n(Cc2ccc(CNC(=O)c3ccccc3OC(C)=O)cc2)c1=O	110	89	82	84	120	106	75	94	95
Next structures
SMILES	NCI-H460	NCI-H226	IGROV1	NCI-H322M	COLO 205	SK-OV-3	NCI-H522	NCI-H23	NCI/ADR-RES
CCN(CC)CCOc1nc2cc(OC)c(OC)cc2c2c1-c1ccc(OC)cc1C2=O	26	74	60	84	73	77	74	77	64
CC1=C(C#N)C2=Nc3cccc4cccc(c34)N2C(=O)C1	97	71	73	99	96	67	75	80	100
CC1=CC(C)(C)NC(=S)N1c1ccc(C)cc1S(=O)(=O)O	118	105	.	103	121	130	88	105	111
S=c1[nH]ccc2ccccc12	117	102	116	117	113	119	90	115	114
COc1ccc(-c2nnc(CSc3nc4sc(C(N)=O)c(C)c4c(=O)n3Cc3ccccc3)o2)cc1	102	98	89	98	101	98	93	91	.
CCOC(=O)C(CC)c1cc2n(c(=O)c1C#N)CCC21OCCO1 (centres undefined)	104	105	100	115	114	107	.	102	102
COc1cc(OC)c2ccc(C=O)c(O)c2c1	107	100	103	111	112	.	101	94	94
CC(C)C(=O)Nc1cccc(-c2ccc(C#N)n2C)c1	109	121	110	98	104	104	97	102	111
O=[N+]([O-])c1cccc(CN(Cc2cccc([N+](=O)[O-])c2O)c2ccccc2)c1O	80	83	60	60	78	86	64	58	76
O=C1NCCN1c1ncc([N+](=O)[O-])s1	104	95	95	99	122	108	93	103	99
COc1ccc2[nH]cc(-c3nc(-c4cn(C)c5ncccc45)cs3)c2c1	106	98	120	101	112	99	87	98	78
COc1ccc2c(c1)c(CC(=O)Nc1ccc(OC)c(C(N)=O)c1O)c(C)n2C(=O)c1ccc(Cl)cc1	106	109	83	107	110	93	87	90	93
Nc1ccc(C(OC(=O)c2cc3ccccc3c(Cc3c(O)c(C(=O)OC(c4ccc(N)cc4)(c4ccc(N)cc4)c4ccc(N)cc4)cc4ccccc34)c2O)(c2ccc(N)cc2)c2ccc(N)cc2)cc1	1.8*	31	47	3.8*	-84*	16	10.0*	9.9*	57
COc1ccc(COc2ccc(/C=C3/C(=O)Nc4ccc(Cl)cc43)cc2OC)cc1	102	96	95	93	110	108	95	96	97
COc1cc2cc3c(nc2cc1OC)CCN3Cc1ccc(NC(=O)Nc2ccc(Cl)c(Cl)c2)cc1	92	74	88	85	100	83	80	105	95
C#C[C@]1(O)CC[C@H]2[C@@H]3CC=C4c5sc(Nc6cc(F)ccc6F)nc5CC[C@]4(C)[C@H]3CC[C@@]21C	-54*	49	-33*	51	8.3*	-1.1*	1.4*	4.2*	7.5*
Cc1cc(-c2cc(C)nc(N)n2)nc(N)n1	105	96	104	101	119	101	102	105	106
O=C(CCN1CCOCC1)c1ccc([N+](=O)[O-])cc1	117	105	115	111	129	123	63	106	110
c1ccc(-c2n(Cc3ccc4ccccc4c3)c3c4ccccc4c4ccccc4c3[n+]2Cc2ccc3ccccc3c2)cc1	-63*	-74*	-75*	-80*	-60*	-84*	-75*	-80*	-4.3*
Cn1c(=O)c2[nH]c(SCC(=O)c3ccccc3)nc2n(C)c1=O	96	105	95	98	133	119	93	87	97
CN(C)CCN1CCC(Cc2ccccc2)CC1	117	91	30	92	.	.	85	101	100
O=C1OC=N/C1=C/c1ccccc1	99	100	118	116	117	108	103	110	113
O=C1S/C(=C\c2ccc(Cl)cc2)C(=O)N1Cc1cc2ccccc2nc1Cl	104	94	107	105	113	102	101	107	107
O=S(=O)(NCCNc1nccc(-n2cnc3ccccc32)n1)c1ccc(Cl)cc1	103	91	98	95	104	112	92	101	98
CN(C)c1ccc2c(c1)Sc1cc(N(C)C)ccc1N2C(=O)c1ccccc1	82	91	102	99	99	101	80	101	92
(next part)
SMILES	NCI-H460	NCI-H226	IGROV1	NCI-H322M	COLO 205	SK-OV-3	NCI-H522	NCI-H23	NCI/ADR-RES
CCOC(=O)C1=C(c2ccccc2)N=c2s/c(=C/c3ccc(Br)cc3)c(=O)n2C1c1cc(OC)c(OC)c(OC)c1 (centres undefined)	99	94	83	98	110	94	84	92	95
Cc1ccc(C(=O)CSc2nc3c([nH]2)c(=O)n(C)c(=O)n3C)cc1	106	92	106	98	109	115	99	95	109
Cc1ccc(C)n1C1c2ccccc2Oc2ccccc21	98	103	100	.	98	86	76	94	103
CCN(C(=S)Nc1ccccc1)c1ccccc1	100	100	112	103	113	103	86	98	103
O=C1OCC/C1=C\N1CCCCC1	105	112	109	111	115	104	96	96	107
Cc1csc(SCc2nc3sc(C)c(C)c3c(=O)[nH]2)n1	111	120	101	175	99	121	95	110	88
N#Cc1c(NC(=O)c2ccccc2)nn2c3c(cnc12)CCC3	106	87	90	100	108	95	96	91	96
COc1ccc2oc(=O)cc(C3C(C#N)=C(N)Oc4n[nH]c(C)c43)c2c1 (centres undefined)	106	97	100	99	119	101	87	106	114
COc1cc(-c2nc3ccccc3s2)ccc1OCc1nc2n(n1)S(=O)(=O)c1ccccc1N2C	101	101	26	69	102	85	61	93	93
CCn1c(=N)sc2nc3ccccc3n2c1=O	110	94	104	86	92	87	88	101	112
CCn1c(SCC(=O)Nc2ccc(-c3nc4ccccc4[nH]3)cc2)nc2ccccc2c1=O	-56*	-66*	-53*	-68*	-73*	-71*	-74*	.	-43*
O=C(CCl)Oc1ccc(C2CCCCC2)cc1	107	98	113	100	99	100	100	105	104
N#Cc1ccc(OC(=O)Nc2ccccc2C(F)(F)F)cc1	106	92	106	102	94	82	96	97	100
C=C(C[n+]1ccccc1)[C@@H]1CC[C@]2(C(=O)O)CC[C@]3(C)[C@H](CC[C@@H]4[C@@]5(C)CC[C@H](O)C(C)(C)[C@@H]5CC[C@]43C)[C@@H]12	105	91	98	99	111	99	95	101	93
OC(COc1ccccc1)CN1CCN(c2cccc(Cl)c2)CC1 (centres undefined)	106	99	116	106	99	98	75	99	108
COc1ccccc1OCC(=O)N1CCCCCC1	105	92	104	105	110	109	96	93	103
COc1ccc2c(c1)C(=O)/C(=C/c1ncc([N+](=O)[O-])n1C)O2	-43*	-25*	-30*	.	-48*	-22*	-52*	-5.4*	-0.4*
Cc1ccccc1OCc1ccccc1Cl	105	99	105	108	105	102	105	101	115
Cc1cc(F)ccc1C(=O)Nc1ccc(CN2CCc3nc4cc(O)c(O)cc4cc32)cc1	104	93	98	96	117	98	96	91	91
O=C(Nc1ccn(CCOC(=O)c2ccccc2)c(=O)n1)c1ccccc1	103	94	111	110	116	111	96	101	105
Cn1c(=O)c2[nH]c(Cc3ccc(OCc4ccccc4)cc3)nc2n(C)c1=O	80	69	86	90	97	88	72	51	69
COc1ccc(Cn2cc3c(c2-c2ccccc2)CCc2c(CO)noc2-3)cc1N	100	87	109	85	106	110	83	95	96
CC1Sc2ccc(C(=O)N(C)Cc3cccc(F)c3)cc2NC1=O (centres undefined)	111	.	106	107	141	115	100	98	105
COC(=O)C1(C(C(=O)c2ccccc2)c2ccccc2)NC(=S)NC(=O)C1C#N (centres undefined)	128	104	108	106	125	125	104	104	105
CCOC(=O)c1cc(Cl)c2c(ccc3ccccc32)n1	110	106	110	108	113	.	95	93	104
The listing continues:
SMILES	NCI-H460	NCI-H226	IGROV1	NCI-H322M	COLO 205	SK-OV-3	NCI-H522	NCI-H23	NCI/ADR-RES
CCCn1c(=N)/c(=C(\N)O)s/c1=C(/C#N)C(=O)OCC	109	81	96	105	114	106	88	101	107
Oc1c(Cl)cc(Cl)cc1CNc1nccnn1	109	92	96	99	100	107	105	102	99
COc1ccc(C(=O)C[C@@]2(O)C(=O)Nc3c(Cl)ccc(Cl)c32)cc1	107	96	100	95	112	91	90	91	93
CN1CCC(OC(c2ccccc2)c2ccc(Cl)cc2)C1 (centres undefined)	87	91	88	95	98	109	95	74	97
Cc1nc(Nc2nc(-c3ccncc3)nc(C(Cl)(Cl)Cl)n2)sc1C	110	115	103	102	119	109	104	104	109
CCOC(=O)c1cc2c([nH]c1=O)-c1cnn(-c3ccc(OC)cc3)c1CC2	102	99	111	.	113	115	80	.	109
Cc1c(C)c(C)c(C)c(C)c1C	107	102	118	123	105	101	108	95	105
O=C(O)CN1C(=O)C2C3CCC(C3)C2C1=O (centres undefined)	107	.	106	106	114	100	85	114	110
O=[N+]([O-])c1ccc(N2CCOCC2)cc1	107	101	100	105	105	98	.	98	105
CC(C)CNCCOC(=O)c1ccc([N+](=O)[O-])cc1	105	93	122	105	103	111	115	117	114
CCCCS(=O)(=O)NC(=O)Nc1ccccc1	107	98	122	125	114	102	96	106	110
C=C(C)[C@@H]1CC[C@]2(C#N)CC[C@]3(C)[C@H](CC[C@@H]4[C@@](C)(CCC#N)[C@H](C(=C)C)CC[C@]43C)[C@@H]12	94	96	91	96	99	105	72	96	102
CN(C)c1nc(-c2ccco2)n2nc(-c3cccs3)cc2n1	100	88	67	99	124	87	92	86	88
CCCCCCCCCCCC[Si](F)(CCCCCCCC)CCCCCCCC	111	108	102	101	99	105	.	105	105

Of the compounds above, these contain a cyano group.
SMILES	NCI-H460	NCI-H226	IGROV1	NCI-H322M	COLO 205	SK-OV-3	NCI-H522	NCI-H23	NCI/ADR-RES
N#CCNC(=O)c1ccc(-c2ccnc(Nc3ccc(N4CCOCC4)cc3)n2)cc1	6.8*	-3.5*	11	39	2.5*	29	4.6*	30	63
CC(=O)OCCC#N	106	101	118	106	118	115	103	117	115
N#Cc1c(-c2ccc(F)cc2)nc(NN)nc1N1CCOCC1	100	86	95	95	113	95	91	102	104
CC1=C(C#N)C2=Nc3cccc4cccc(c34)N2C(=O)C1	97	71	73	99	96	67	75	80	100
CCOC(=O)C(CC)c1cc2n(c(=O)c1C#N)CCC21OCCO1 (centres undefined)	104	105	100	115	114	107	.	102	102
CC(C)C(=O)Nc1cccc(-c2ccc(C#N)n2C)c1	109	121	110	98	104	104	97	102	111
N#Cc1c(NC(=O)c2ccccc2)nn2c3c(cnc12)CCC3	106	87	90	100	108	95	96	91	96
COc1ccc2oc(=O)cc(C3C(C#N)=C(N)Oc4n[nH]c(C)c43)c2c1 (centres undefined)	106	97	100	99	119	101	87	106	114
N#Cc1ccc(OC(=O)Nc2ccccc2C(F)(F)F)cc1	106	92	106	102	94	82	96	97	100
COC(=O)C1(C(C(=O)c2ccccc2)c2ccccc2)NC(=S)NC(=O)C1C#N (centres undefined)	128	104	108	106	125	125	104	104	105
CCCn1c(=N)/c(=C(\N)O)s/c1=C(/C#N)C(=O)OCC	109	81	96	105	114	106	88	101	107
C=C(C)[C@@H]1CC[C@]2(C#N)CC[C@]3(C)[C@H](CC[C@@H]4[C@@](C)(CCC#N)[C@H](C(=C)C)CC[C@]43C)[C@@H]12	94	96	91	96	99	105	72	96	102
